SW480 rereplic: inducers of DNA re-replication in SW480 colon cancer cells | SW480 DNA re-replication, Hoechst DNA content imaging, 48 h | Potency, µM (top dose mostly 46.1 µM), for inactives: at the highest dose re-replication activation, hits mostly activators | 340,000 tested, 1.8% active | AID 624297; also: potency is read from the fitted curve at half-maximal effect; % of control where 0% means no effect; nearly all actives have a fitted effect of over 55% in size
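Per well, 250 cells were exposed to pinned compound for 48 hr. Nuclear DNA was visualised with Hoechst (40 min, 37 C) and total object intensity recorded by fluorescence scanning.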
HT1080 IDH1KD tx: kills HT-1080 cells with IDH1 knockdown | 360,000 tested, 2% active | Potency, µM (doses to about 46.1 µM), for inactives: top-dose activity, negative = toxicity, hits mostly cytotoxic | HT-1080 IDH1 knockdown viability, ATP luminescence, 48 h | AID 686971;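 also: potency is read from the fitted curve at half-maximal effect; 0% = DMSO wells and -100% = cell-free medium wells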
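Cytotoxicity counter-line: IDH1KD HT-1080, 48 h, CellTiter-Glo. Curves classed by r2, magnitude and activity.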
KB-3-1 tox: KB-3-1 parental cell cytotoxicity | AID 1347075 | 400,000 tested, 1.4% active | Potency, µM (titrated, usually from 46.1 µM), inactives show top-dose activity change, negative = cytotoxic, actives largely listed as cytotoxic | KB-3-1 viability, CellTiter-Glo ATP luminescence, 72 h; also: potency is read from the fitted curve at half-maximal effect; % is scaled to controls: 0 for no effect and ±100 for the full control effect; nearly all actives have a fitted effect of over 60% in size
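Parental KB-3-1 adenocarcinoma cells in phenol-red-free DMEM with 10% FBS were pin-treated with compounds at several concentrations, incubated 72 h at 37 °C, and viability read by CellTiter-Glo luminescence; concentration-effect curves were fitted after normalization.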
ATXN2 expr inh: ATXN2 expression inhibition; HEK-293 ATXN2-luciferase reporter, luminescence, 24 h; Potency, µM (series often up to 57 µM), for the others: top-dose activity change, negative = inhibition, usual class: inhibitors; 360,000 tested, 0.72% active; AID 1745845; also: potency is read from the fitted curve at half-maximal effect; % is scaled to controls: 0 for no effect and ±100 for the full control effect; nearly all actives have a fitted effect of over 55% in size
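qHTS (up to 57 uM final) was run with 24 h compound exposure of reporter cells at 37 °C. Each well was multiplexed: SteadyGlo luminescence measured ATXN2-luciferase expression after a fluorogenic Gly-Phe-AFC viability readout (25 uM final).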
MCF10A rereplic: DNA re-replication induction in MCF 10a cells | MCF 10A DNA re-replication, Hoechst nuclear intensity, 48 h | 350,000 tested, 2.9% active | Potency, µM (titrated, usually from 46.1 µM), without a hit: at the top dose activity, positive = re-replication, usual class: activators; also: potency is read from the fitted curve at half-maximal effect; % of control where 0% means no effect; nearly all actives have a fitted effect of over 50% in size
IL1B secr inh: inflammasome signaling inhibition, IL-1 beta readout; THP-1 LPS/ATP IL-1B secretion, AlphaLISA, 16 h; hits give low values; activity change, % at 57.5 µM; 360,000 tested, 4.7% active; in the data active = activity change below about -50%; inconclusive = mostly about -30% to -49%; also: % is scaled to controls: 0 for no effect and ±100 for the full control effect
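Secreted IL-1B measured by AlphaLISA bead assay after 16 h compound exposure of THP-1 cells; compounds (final up to 57.5 uM) added 1 h before LPS (250 ng/mL) and ATP (1.25 mM) stimulation; lower signal means less secretion.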
WRN helicase inh: WRN helicase (human) inhibition. Q14191. WRN helicase unwinding, fluorescent forked duplex, kinetic. AID 651768. 360,000 tested, 0.46% active. Potency, µM (top dose mostly 114 µM), for the others: at the top dose activity change, negative = inhibition, hits mostly inhibitors; also: potency is read from the fitted curve at half-maximal effect; % is scaled to controls: 0 for no effect and ±100 for the full control effect; nearly all actives have a fitted effect of over 55% in size
Target sequence (Q14191 whole entry, looked up): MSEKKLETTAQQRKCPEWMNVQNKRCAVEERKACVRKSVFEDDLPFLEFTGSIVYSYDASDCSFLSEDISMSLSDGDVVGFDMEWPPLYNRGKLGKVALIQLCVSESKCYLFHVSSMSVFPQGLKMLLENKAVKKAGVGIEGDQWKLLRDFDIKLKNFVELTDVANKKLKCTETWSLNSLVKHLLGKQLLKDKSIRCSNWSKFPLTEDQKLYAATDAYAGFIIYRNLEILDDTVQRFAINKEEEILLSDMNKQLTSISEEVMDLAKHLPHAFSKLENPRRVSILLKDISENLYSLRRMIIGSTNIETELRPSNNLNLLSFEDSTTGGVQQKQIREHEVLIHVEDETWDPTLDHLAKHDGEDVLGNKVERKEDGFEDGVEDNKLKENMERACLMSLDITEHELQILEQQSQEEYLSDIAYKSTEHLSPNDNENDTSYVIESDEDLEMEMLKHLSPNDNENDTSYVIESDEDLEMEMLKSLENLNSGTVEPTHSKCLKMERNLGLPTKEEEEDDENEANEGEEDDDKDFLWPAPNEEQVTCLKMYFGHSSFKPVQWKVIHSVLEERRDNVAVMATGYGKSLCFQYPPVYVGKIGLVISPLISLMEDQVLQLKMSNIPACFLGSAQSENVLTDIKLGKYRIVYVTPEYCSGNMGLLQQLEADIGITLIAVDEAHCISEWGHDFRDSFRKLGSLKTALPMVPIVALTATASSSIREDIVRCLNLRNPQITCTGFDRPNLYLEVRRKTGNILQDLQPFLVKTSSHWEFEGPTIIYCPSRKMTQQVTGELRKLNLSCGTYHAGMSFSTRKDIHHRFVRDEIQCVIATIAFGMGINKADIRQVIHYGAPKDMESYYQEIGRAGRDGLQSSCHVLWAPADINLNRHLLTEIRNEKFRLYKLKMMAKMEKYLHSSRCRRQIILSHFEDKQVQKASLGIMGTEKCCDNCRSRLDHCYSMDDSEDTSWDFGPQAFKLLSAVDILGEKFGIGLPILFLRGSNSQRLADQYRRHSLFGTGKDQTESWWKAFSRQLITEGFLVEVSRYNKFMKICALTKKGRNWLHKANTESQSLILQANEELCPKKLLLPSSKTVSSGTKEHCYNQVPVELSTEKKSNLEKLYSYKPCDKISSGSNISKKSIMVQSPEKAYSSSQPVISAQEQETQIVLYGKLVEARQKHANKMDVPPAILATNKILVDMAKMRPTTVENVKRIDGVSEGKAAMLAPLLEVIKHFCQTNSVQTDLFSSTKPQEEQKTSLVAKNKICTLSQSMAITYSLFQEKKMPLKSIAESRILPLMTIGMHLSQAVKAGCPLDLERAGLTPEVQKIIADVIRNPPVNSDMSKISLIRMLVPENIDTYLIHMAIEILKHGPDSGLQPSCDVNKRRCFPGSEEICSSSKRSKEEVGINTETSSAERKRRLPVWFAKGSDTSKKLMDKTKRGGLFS
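Kinetic fluorescence helicase assay: unwinding of a quenched forked DNA duplex (100 nM final) with 2 mM ATP final raises red fluorescence (525/598 nm). Compounds sat 15 min at room temperature with 20 nM WRN beforehand.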
HT1080-NT tox: kills 2HG-producing HT-1080-NT fibrosarcoma cells | Potency, µM (titrated, usually from 46.1 µM), for inactives: at the highest dose activity, negative = less viability, hits mostly cytotoxic | 360,000 tested, 1.6% active | HT-1080-NT fibrosarcoma viability, CellTiter-Glo ATP luminescence, 48 h;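 also: NT is the 2HG producing partner of a matched IDH1 knockdown line; potency is read from the fitted curve at half-maximal effect; 0% = DMSO-treated cells and -100% = media-only wells without cells; nearly all actives have a fitted effect of over 55% in size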
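Viability of the 2HG-overproducing fibrosarcoma line after 48 hours of compound exposure at 37 degrees C was determined by luminescence with CellTiter-Glo, and concentration-effect curves were then fitted and categorized.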
KB-V1 cytotox: kills drug-selected multidrug resistant KB-V1 cells | KB-V1 MDR cells viability, CellTiter-Glo, 72 h | Potency, µM (titrated, usually from 46.1 µM), without a hit: top-dose activity change, negative = cytotoxicity, most hits filed as cytotoxic | 400,000 tested, 3.4% active; also: potency is read from the fitted curve at half-maximal effect; % is scaled to controls: 0 for no effect and ±100 for the full control effect; nearly all actives have a fitted effect of over 60% in size
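KB-V1 MDR subline cells in DMEM (phenol-red free, 10% FBS) exposed to compounds in qHTS concentration series for 72 h at 37 degrees C. Viability read by CellTiter-Glo luminescence; concentration-effect curves fitted after normalization and correction.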
An asterisk follows results filed as active; ? = inconclusive; . = no result given; & = joins results of further samples; [ ] = another dose, or the depositor's remark. Unless noted, calls follow the shape of the dose curve; as a rule, active = well fitted curve in the direction sought with a large enough effect; inconclusive = small, poorly fitted or top-dose-only effect, or another doubt; inactive = no such curve, though single readings can be large; an effect the other way counts as inactive or inconclusive.

SMILES	SW480 rereplic	HT1080 IDH1KD tx	KB-3-1 tox	ATXN2 expr inh	MCF10A rereplic	IL1B secr inh	WRN helicase inh	HT1080-NT tox	KB-V1 cytotox
CCOC(=O)C1CCN(c2c(NCCC(C)C)c(=O)c2=O)CC1	-24.9%	0.3%	-7.8%	-13.5%	17.9%	8.5	2.8%	0.1%	1.4%
CNN/C(N=Cc1ccc([N+](=O)[O-])s1)=N\S(=O)(=O)c1cc(C)c(Cl)cc1SCc1ccccc1	8.7%	0.7%	1.5%	4.2%	-0.6%	-7.5	-0.3%	1.6%	?
C=CCN(C(=O)c1ccccc1)C1CCS(=O)(=O)C1 (centres undefined)	-11.2%	10.1%	0.0%	-5.5%	-9.7%	10.5	-7.6%	15.5%	11.7%
CC1CCN(S(=O)(=O)c2cc3c4c(c2)CCN4C(=O)CC3)CC1	0.4%	9.4%	-5.4%	11.4%	4.1%	12.6	-2.3%	-1.8%	-5.7%
CC(=O)Nc1ccc(NC(=O)C2CCN(C(=O)NC3CCCCC3)CC2)cc1	-8.0%	10.8%	12.0%	-35.2%	15.7%	-8.0	-1.1%	0.8%	11.2%
CCOC(=O)C(C)Sc1ncnc2c1nnn2-c1ccc(F)cc1 (centres undefined)	-5.5%	-8.1%	14.6%	22.2%	?	-15.3	-5.8%	-2.2%	7.7%
Cc1ccc(NC(=O)/C=C\C(=O)O)c([N+](=O)[O-])c1	-7.3%	7.9%	8.2%	15.8%	-4.6%	4.8	8.6%	4.8%	26.1%
CC(C)c1ccc(S(=O)(=O)c2ccc(NN)cc2)cc1	?	-12.8%	-5.0%	29.6%	?	?	0.1%	-15.3%	-3.9%
C=CCOC(=O)C1=C[C@@H](c2csc3ccccc23)C[C@@H](OCc2ccc(CO)cc2)O1	28.6%	-27.6%	?	-36.1%	?	3.0	2.8%	-2.0%	-2.0%
CCC1=NN2C(=N)/C(=C\c3ccc(SCc4ccco4)o3)C(=O)N=C2S1	-7.1%	-12.8%	4.6%	-0.1%	?	-9.6	50.1µM*	-1.9%	?
COc1ccc(C2SCCN2C(=S)Nc2ccc(F)cc2)cc1 (centres undefined)	-4.5%	-0.4%	-6.1%	0.0%	5.4%	6.0	-21.0%	0.6%	0.6%
Cc1cccc(C)c1NC(=O)C(c1ccnc2ccccc12)N1CCN(C)CC1 (centres undefined)	.	-0.8%	-1.8%	.	.	31.4	0.2%	2.1%	-18.9%
COc1cc(CNCCN2CCOCC2)ccc1OCc1ccc(Cl)cc1Cl	?	20.6µM*	?	?	?	?	5.2%	25.9µM*	?
Nc1ccc2oc(=O)c3ccccc3c2c1	-145.9%[inhibitor]	0.4%	24.2%	34.2%	1.4%	-76.7*	-6.9%	0.8%	?
Cc1ccc(NC(=O)CSCC#N)cc1	-3.9%	-0.8%	-3.9%	2.6%	-1.1%	-1.9	-9.6%	5.1%[9.24 µM]	12.2%
CCCn1nnnc1SCC(=O)NCc1ccc2c(c1)OCO2	0.5%[9.22 µM]	-0.8%	21.9%	-8.6%	3.9%	0.4	-2.6%	-7.1%	-6.2%
COC(=O)CN1C(=O)[C@H]2[C@@H](c3ccc(C)o3)N3C(=O)CN(CC4CC4)C(=O)[C@@]3(C)[C@H]2C1=O	-7.7%	-3.3%	4.0%	-1.5%	19.8%	13.8	-14.0%	0.3%	0.3%
COc1ccc(C2NS(=O)(=O)N=C2N)cc1 (centres undefined)	1.0%	0.7%	-2.7%	24.9%	4.3%	-0.2	-1.1%[57.1 µM]	-1.5%	-14.9%
CN(C)C(=O)CCSc1nnc(-c2ccncc2)o1	-3.5%	6.5%	0.4%	11.4%	4.3%	21.5	-3.5%	4.9%	4.7%
COc1cccc2cc(CC(=O)c3cc(C)ccc3C)c(=O)oc12	-23.8%	13.8%	-9.6%	.	19.8%	-19.3	-7.9%	18.9%	-5.2%

Reprinted from the part before: 2 compounds, followed by the next part.
SMILES	SW480 rereplic	HT1080 IDH1KD tx	KB-3-1 tox	ATXN2 expr inh	MCF10A rereplic	IL1B secr inh	WRN helicase inh	HT1080-NT tox	KB-V1 cytotox
CN(C)C(=O)CCSc1nnc(-c2ccncc2)o1	-3.5%	6.5%	0.4%	11.4%	4.3%	21.5	-3.5%	4.9%	4.7%
COc1cccc2cc(CC(=O)c3cc(C)ccc3C)c(=O)oc12	-23.8%	13.8%	-9.6%	.	19.8%	-19.3	-7.9%	18.9%	-5.2%
O=S1(=O)CC(N2CCC(Cc3ccccc3)CC2)CN1Cc1ccccc1 (centres undefined)	.	-9.5%	0.1%	9.4%	.	21.9	-0.9%	3.0%	4.5%
C[C@@H]1CN([C@@H](C)CO)C(=O)CCCn2nncc2CO[C@@H]1CN(C)C(=O)C1CCCCC1	.	5.5%	5.5%	6.5%	.	11.4	11.2%	9.4%	15.7%
Cc1cc(C)n(-c2ccc(Cl)c(C(=O)OCC(N)=O)n2)n1	17.0%	0.0%	-8.0%	-15.6%	-4.4%	51.4	-6.1%	-19.1%	-1.8%
Cc1ccc2c(c1)N(CC(=O)NCCCc1ccccc1)C(=O)c1cccnc1O2	-2.0%	-11.2%	-7.3%	-12.7%	-2.7%	-17.9	4.3%	-18.2%	-25.8%
COc1ccc([C@H]2CC(=O)C=C(c3cccc4c3Oc3ccccc3S4)C2)cc1OC	0.8%	-13.4%	?	-28.6%	?	-4.9	4.2%	-17.4%	?
COc1ccccc1CNC(=O)COC(=O)Cc1c(Cl)cccc1Cl	-19.7%	2.1%	5.3%	1.0%	8.5%	0.0	-5.6%	8.9%	?
Cc1nc2nc(C(F)(F)F)[nH]c2nc1C	.	3.4%	13.9%	.	.	16.9	-3.4%	2.3%	3.1%
CN(C)S(=O)(=O)c1ccc(C(=O)NC(=O)CSc2nnnn2C)cc1	-5.0%	17.4%	13.5%	-5.9%	1.2%	0.4	-9.5%	13.0%	9.5%
CCC(C)(C)n1nnnc1C(c1cc2ccc(OC)cc2[nH]c1=O)N1CCN(C2CCCCC2)CC1 (centres undefined)	?	?	5.1%	-0.9%	?	-23.6	-1.5%	-3.8%	?
C/C(=N\NC(=O)c1cccc(Br)c1)c1cccnc1	-8.1%	-16.7%	-3.3%	25.8%	-1.6%	-0.6	8.9%	-8.0%	-2.5%
O=C(O)CC(c1ccccc1)n1cccc1 (centres undefined)	-2.5%	8.6%	8.0%	1.3%	2.5%	-1.7	7.8%	8.9%	?
O=C(CSc1ccccn1)Nc1ccccc1F	-25.5%	-1.0%	12.9%	41.4%[activator]	0.7%	-8.4	-1.5%	2.9%	-11.2%
COc1ccc(S(=O)(=O)Cc2ccc(C(=O)N3CCc4ccccc4C3)o2)cc1	-2.6%	4.6%	-21.6%	3.4%	22.6%	-10.9	-8.4%	14.1%	-20.8%
Cc1cc2nnc(SCC(=O)NC3CCCCC3)n2c(N)n1	-6.8%	19.6%	?	0.1%	-13.2%	-7.9	11.0%	0.4%	-5.7%
Cc1c(C(=O)N2CCCC2)c(S(=O)(=O)N2CCCCC2)c(C)n1C	-6.7%	19.6%	1.0%	2.5%	-0.6%	-1.6	3.4%	-1.5%	5.2%
COc1ccc(N(CC(=O)Nc2ccccc2C)S(=O)(=O)c2c(C)[nH]c(=O)[nH]c2=O)cc1	-2.2%	19.8%	5.2%	0.2%	-2.8%	4.1	-7.2%	11.7%	-2.5%
CN(C)CCCNc1ncc(C(F)(F)F)cc1Cl	-6.4%	6.9%	-4.1%	-4.4%	0.9%	-1.1	0.4%	9.4%	14.4%
Nc1ccccc1SC/C=C/CSc1ccccc1N	-2.8%	?	0.9%	54.6%[activator]	11.5%	?	-11.2%	-27.7%	-7.4%
N#Cc1nc(-c2ccc(Cl)cc2)oc1NCc1ccco1	-5.2%	-14.6%	11.7%	24.4%	14.6µM*	-23.6	2.8%	-5.5%	14.2%
CCOc1cc(/C=C2\SC(=Nc3ccccc3)N(c3ccccc3)C2=O)ccc1OCC(=O)O	-159.5%[inhibitor]	-1.1%	13.1%	0.8%	28.3%	16.7	-11.9%	0.5%	22.2%
Cn1c(SCC(=O)N2CCOCC2)nnc1-c1ccc(NC(=O)c2ccccc2F)cc1	-1.6%	-13.2%	-10.3%	0.5%	11.0%	?	-13.3%	17.3%	2.0%
COCc1nc2ccccc2n1Cc1c(F)cccc1Cl	-3.3%	-0.7%	-19.4%	-20.1%	2.8%	3.3	6.0%	5.0%	?
Cc1ccc(C(=O)NCN2CCN(c3ccc(F)cc3)CC2)cc1	?	5.0%	3.1%	-1.3%	?	2.4	9.4%	-1.8%	1.0%
CC(=O)c1cc2c(cc1NC(=O)Cn1nc(C)c(C)c(C#N)c1=O)OCO2	-4.6%	5.6%	10.6%	5.7%	-2.7%	8.0	18.9%	8.1%	?
O=C(NCc1cccnc1)c1cc(C(=O)C2CC2)c[nH]1	-21.1%	2.4%	2.9%	.	-2.3%	20.4	4.9%	11.3%	5.4%
O=S1(=O)CC(N2CCCC2)CN1Cc1cn(Cc2cccc(C(F)(F)F)c2)nn1 (centres undefined)	.	0.3%	1.3%	8.8%	.	-16.3	-1.4%	14.6%	12.2%
CC(C)OC(=O)C(C)(C)Oc1ccc(C(=O)c2ccc(Cl)cc2)cc1	-6.1%&7.3%&16.7%	1.9%	-1.7%	?	22.7%&8.3%&22.7%	8.2	0.3%	-1.3%	-10.1%
CCOc1cccc(=O)c2c(C)n(Cc3ccccc3)c(C)c12	-7.4%	9.4%	0.0%	.	-9.9%	2.8	1.9%	-0.3%	29.9%

Bioassay records from PubChem BioAssay.
